# STAT3 act – activators of IL-6 induced STAT3 signaling; U3A cells, IL-6 STAT3-luciferase reporter, luminescence; 100% = signal with IL-6 EC80 alone; activation (% of control), % at 5.6 µM; hit rate 0.91% among 190,000;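 active = activation above the screen-wide mean of compound activation plus 3 SD, cut at about 130% in these data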;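 note: 0% = background luminescence of wells with medium and substrate only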
#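 system = STAT3-luciferase reporter U3A cells | reagent = IL-6 stimulus at 33 ng/mL final | timing = 1 h compound pre-exposure, 6 h IL-6 stimulation, 37 °C | measured by = luminescence | evaluation = % activation versus median of IL-6-stimulated wells | control set = IL-6-only wells as 100% reference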
# Diaphorase act – diaphorase activation or chemical reduction counter-screen. Diaphorase/resazurin coupled assay, resorufin fluorescence, 16 min; stronger effect = higher value; 1 = vehicle wells, 0 = NADH-free wells. AID 1229. activation factor at 20 µM. hit rate 0.005% among 190,000;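 active = diaphorase activity raised at least twofold by the compound at 20 µM; inactive = activation factor below 2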
#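 Material: Clostridium kluyveri diaphorase, purified enzyme; Quantity: enzyme 0.07 U/mL final; Medium: HEPES pH 7.4 buffer with MgCl2 and Tween 20; Dosing: single compound dose of 20 µM, 1% DMSO final; Schedule: 16 min reaction at room temperature; Measured by: red resorufin fluorescence at 544/590 nm excitation/emission.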
# Hsp70 activator – Hsp70 transcriptional activation, primary screen | activation, % at 10 µM | HeLa Hsp70 promoter luciferase reporter, luminescence; scaled: vehicle 0, proteasome-inhibitor control 100% | AID 1203 | hit rate 0.04% among 200,000;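 active = activation above the mean across all tested compounds plus 3 SD, cutoff set per campaign, cut at about 5.5% in these data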;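 note: 100% = MG132 at 30 µM as the positive control and 0% = DMSO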
# G6PDH counter – counter-screen for G6PDH assay hits: L. mesenteroides G6PDH inhibition; Purified L. mesenteroides G6PDH, diaphorase/resazurin coupled fluorescence, 45 min; inhibition, % at 5 µM; hit rate 0.12% among 200,000; AID 1020; in the data active = inhibition above about 50%
# STAT1 activator – activators of IFN-gamma induced STAT1 signaling | NIH 3T3 STAT1-luciferase reporter, luminescence; 100% = IFN-gamma alone, no compound | activation (% of control), % at 5.5 µM | hit rate 2.6% among 200,000;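 active = activation above the screen-wide mean activation plus 3 SD, cut at about 130% in these data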;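 note: raw ratio to IFN-gamma control signal so 100% means no change and 0% no light; values of inactives mirror those of a sister screen read the other way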
# STAT3 inh – reduces IL-6 driven STAT3 reporter signal | hit rate 0.89% among 190,000 | U3A cells, IL-6 STAT3-luciferase reporter, luminescence; host cell line lacks STAT1 | inhibition, % at 5.5 µM;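 active = inhibition above the mean inhibition across all screened compounds plus 3 SD, cut at about 44% in these data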;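 note: 0% = DMSO only wells and 100% = 100 µM nifuroxazide control wells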
# Diaph inh CS – diaphorase inhibition or chemical oxidation counter-screen; AID 1217; inhibition, % at 20 µM; diaphorase resazurin-to-resorufin fluorescence, NADH, 16 min; bacterial (C. kluyveri) enzyme, not human; hit rate 0.69% among 190,000;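 active = primary screen inhibition at 20 µM above a set limit, cut at about 50% in these data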;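 note: plate controls were DMSO with full reaction for no effect and wells lacking NADH for full effect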
#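 Assay system: diaphorase enzyme from Clostridium kluyveri. Quantity: enzyme working solution with 0.14 U/mL diaphorase. Schedule: reaction incubation of 16 min at room temperature. Technique: resorufin fluorescence, excitation 544 nm, emission 590 nm. Controls: No-NADH positive control and DMSO neutral control.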
# APP 5UTR inh – APP translation inhibition | AID 1285 | SH-SY5Y APP 5'UTR-luciferase reporter, luminescence | inhibition, % at 2 µM | hit rate 0.82% among 190,000;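 active = inhibition above a set limit, derived from the sample mean plus 3 SD, cut at about 45% in these data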; note: values of inactives mirror those of a sister screen read the other way
# TLR4 MyD88 comp – TLR4-MyD88 interaction inhibition in cells; hit rate 0.18% among 200,000; inhibition, % at 8.4 µM; AID 861; HeLa CL3-4 TLR4/MyD88 BLA complementation, FRET ratio; in the data active = inhibition above about 25%;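 note: 0% = vehicle and 100% = reference inhibitor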
# Target sequence (O00206 whole entry, looked up): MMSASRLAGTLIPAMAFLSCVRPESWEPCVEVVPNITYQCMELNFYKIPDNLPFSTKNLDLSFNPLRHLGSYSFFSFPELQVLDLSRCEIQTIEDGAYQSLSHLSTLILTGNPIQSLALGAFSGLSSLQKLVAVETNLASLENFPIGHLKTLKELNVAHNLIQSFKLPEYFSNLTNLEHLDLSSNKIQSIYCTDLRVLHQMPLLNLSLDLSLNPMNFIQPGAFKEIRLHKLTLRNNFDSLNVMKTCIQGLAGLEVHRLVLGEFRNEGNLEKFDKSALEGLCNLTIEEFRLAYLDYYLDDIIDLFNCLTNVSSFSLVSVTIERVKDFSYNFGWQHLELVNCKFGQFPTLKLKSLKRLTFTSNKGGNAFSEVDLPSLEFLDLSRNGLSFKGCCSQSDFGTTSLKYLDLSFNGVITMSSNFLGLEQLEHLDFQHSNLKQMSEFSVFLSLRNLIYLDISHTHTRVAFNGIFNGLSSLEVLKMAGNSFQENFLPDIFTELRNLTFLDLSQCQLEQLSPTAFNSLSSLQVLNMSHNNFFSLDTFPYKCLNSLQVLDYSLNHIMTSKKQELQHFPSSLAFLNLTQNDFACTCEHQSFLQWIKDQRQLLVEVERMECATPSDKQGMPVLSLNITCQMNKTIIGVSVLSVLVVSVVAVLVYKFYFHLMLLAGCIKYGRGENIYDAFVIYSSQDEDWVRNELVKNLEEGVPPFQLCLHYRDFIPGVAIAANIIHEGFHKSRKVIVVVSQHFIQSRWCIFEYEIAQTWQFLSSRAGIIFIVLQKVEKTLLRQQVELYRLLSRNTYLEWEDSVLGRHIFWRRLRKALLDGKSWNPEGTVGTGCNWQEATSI
# Target sequence (Q99836 whole entry, looked up): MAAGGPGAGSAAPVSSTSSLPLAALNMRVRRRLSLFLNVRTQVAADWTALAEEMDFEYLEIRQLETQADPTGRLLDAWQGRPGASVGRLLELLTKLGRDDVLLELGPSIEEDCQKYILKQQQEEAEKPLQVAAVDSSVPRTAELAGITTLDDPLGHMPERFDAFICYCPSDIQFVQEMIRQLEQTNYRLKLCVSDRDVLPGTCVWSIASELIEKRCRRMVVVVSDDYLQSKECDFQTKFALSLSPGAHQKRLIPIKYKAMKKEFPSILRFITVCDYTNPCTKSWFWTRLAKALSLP
# STAT1 blocker – reduces IFN-gamma driven STAT1 reporter signal; NIH 3T3 STAT1-luciferase reporter, luminescence; inhibition, % at 5.5 µM; hit rate 0.35% among 200,000; AID 920;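 active = inhibition above a set limit, the mean inhibition across all tested compounds plus 3 SD, cut at about 34% in these data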;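 note: 0% = IFN-gamma with DMSO and 100% = IFN-gamma with 300 µM nifuroxazide; values of inactives mirror those of a sister screen read the other way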
# The depositor's hits bear a star; . = no result given.
SMILES,STAT3 act,Diaphorase act,Hsp70 activator,G6PDH counter,STAT1 activator,STAT3 inh,Diaph inh CS,APP 5UTR inh,TLR4 MyD88 comp,STAT1 blocker
COc1ccc2cnn(Cc3ccccc3)c(=O)c2c1OC,101,0.9,-0.4,10,100,2,13,6,2,0
Nc1nc(N2CCOCC2)nc2ccccc12,102,1,0.1,-4,95,0,3,-11,-10,5
C/C(Cc1ccccc1)=N\NC(=O)CNC(=O)c1ccccc1Br,106,0.8,-0.2,8,91,-5,17,11,4,11
O=C1CCCCCN1C(=O)c1ccc(C(=O)N2CCCCCC2=O)cc1,104,0.9,-0.3,4,101,4,8,-22,-12,-1
CCCCNC(=O)/C=C/c1ccc(S(=O)(=O)Nc2ccc(OC)cc2)cc1,108,0.8,-0.5,4,90,-10,16,-9,11,11
CN(C)CCSc1nc(-c2ccccc2)nc2c1COC(C)(C)C2,97,1,-0.4,4,102,10,5,7,-5,-2
CCOC(=O)C1CCN(Cc2coc3ccc(Cl)cc3c2=O)CC1,103,0.9,-0.1,-25,98,2,12,-2,-10,2
CCc1cccc(CC)c1NC(=O)c1ccccc1CCc1ccccc1,101,1.1,-0.3,-7,97,-1,-6,3,10,4
COc1cccc(S(=O)(=O)Nc2cccnc2)c1,97,0.8,-0.2,-13,93,8,17,-13,-2,7
CCOC(=O)c1c(C)[nH]c(C(=O)CN2C(=O)C(=O)N(CC(C)C)C2=O)c1C,108,1.1,0.0,14,104,-4,-6,-9,-7,-2
Cc1cc(C)c2nc(SC3CCOC3=O)cc(C)c2c1 (centres undefined),97,0.9,-0.1,5,87,8,6,23,-13,12
FC(F)(F)c1cccc(Sc2cc(C(F)(F)F)nc(-c3ccccn3)n2)c1,95,1,0.2,2,90,8,0,-5,3,12
Cn1cnnc1SCC(=O)NCc1cccc(C(F)(F)F)c1,108,0.9,0.0,-3,105,-7,7,-9,-6,-6
Cc1ccc(-c2nnn(CC(=O)N(c3cccc(F)c3)C(C(=O)NC3CCCC3)c3ccco3)n2)o1 (centres undefined),99,0.9,-0.2,-2,92,5,8,1,1,7
COc1ccc(S(=O)(=O)N2CCC(C(=O)NCc3cccs3)CC2)cc1,103,0.8,-0.1,4,94,-1,17,-1,10,4
Cn1c(Cc2csc(N)n2)nnc1SCC(=O)NC1CCCCC1,99,0.9,0.1,8,96,3,14,-5,-1,4
CC(C)CNC(=S)NNC(=O)c1ccccc1OC(F)F,91,0.9,-0.1,-3,100,11,10,8,-4,0
CCOc1ccc(C/C(O)=C2\C(=O)CC(C)(C)CC2=NCC(=O)O)cc1OCC,103,1,-0.3,6,101,7,1,7,13,-3
CCOC(=O)c1c(NC(=O)c2cccs2)sc(C)c1C,86,1.2,-0.5,5,100,21,-22,10,-4,0
CCN(CC)CCN1C(=O)C(=O)/C(=C(/O)c2c(C)[nH]c(C(=O)OC)c2C)C1c1cccc(OC)c1 (centres undefined),100,0.9,-0.4,-4,89,5,9,6,-11,10
O=C(NC(=S)Nc1ccccc1Cl)c1csnn1,104,1.1,-0.4,6,110,1,-8,-7,-9,-12
Cc1ccc(S(=O)(=O)CC2CSc3nnc(C)c(=O)n32)cc1 (centres undefined),100,0.9,0.3,-1,96,2,6,-9,3,4
O=C(NCc1ccc2c(c1)OCO2)C1CCC(CNS(=O)(=O)c2ccccc2)CC1 (centres undefined),96,1,-0.6,4,86,6,3,1,-6,14
Cc1ccc(C(C)n2cc(C(=O)NCCN3CCN(C)CC3)nn2)cc1 (centres undefined),105,0.9,0.5,13,97,1,10,2,11,3
Cn1c(-c2ccccc2)c(C(=O)CCl)c2ccccc21,98,1,-0.3,3,65,9,-3,-12,19,37*
COc1ccc(NC(=O)COC(=O)C23CCC(=O)N2c2ccccc2S3)cc1 (centres undefined),97,1,-0.4,5,96,4,5,13,-20,4
CCCCCOc1ccc(CSCCNC(=S)Nc2ccccc2)cc1,108,0.9,-0.2,-18,97,-7,14,-14,9,3
Cc1cc(C)n(C(=O)COc2ccc(Cl)cc2Cl)n1,107,0.9,-0.4,1,100,-5,5,-10,-3,0
CCS(=O)(=O)Nc1ccc2c(c1)OCO2,98,0.9,-0.2,12,110,4,14,-1,-3,-13
CCOc1ccccc1C(=O)OCC(=O)Nc1ncc(C(F)(F)F)cc1Cl,95,0.9,0.0,15,102,12,8,-2,2,-2
COc1ccc(OC)c(NC(=O)C2C3C=CC(C3)C2C(=O)NCc2ccccn2)c1 (centres undefined),92,0.9,0.2,10,105,11,14,-1,-2,-5
C=CCSc1nnc2c(n1)OC(c1ccccn1)N(C(C)=O)c1ccccc1-2 (centres undefined),96,1,-0.2,11,93,5,2,-15,2,8
COc1cc(C2=NOC(C(=O)Nc3cccnc3)C2)cc(OC)c1OC (centres undefined),101,0.9,-0.2,15,94,6,7,10,10,7
COc1ccc(/C=C/C(=O)N(Cc2ccccc2)c2ccccn2)cc1OC,106,1,0.0,7,103,-5,0,-17,4,-3
Cc1cc(C)nc(NCCO)n1,107,1,-0.1,9,96,-6,-2,1,-1,2
O=c1c(Cl)c(N2CCOCC2)cnn1-c1nc2ccccc2[nH]1,83,1,0.1,9,136*,28,0,-104,1,-42
CC(C)COc1ccc(/C(O)=C2/C(=O)C(=O)N(CCN(C)C)C2c2ccncc2)cc1 (centres undefined),100,1.1,0.0,-3,100,10,-5,-13,0,0
C(=N\Nc1nc(N2CCOCC2)nc(N2CCOCC2)n1)/c1cccnc1,101,0.9,-0.3,-17,97,6,10,-8,10,3
COCc1cc(C)nc(OCC(=O)N/N=C/c2ccc(OC)c(O)c2)c1C#N,104,0.8,-0.5,-1,115,-4,17,14,3,-16
O=C1CC(Cc2ccccc2)C(=O)N1Cc1ccco1 (centres undefined),101,0.9,-0.4,10,97,6,12,-2,9,3
S=c1[nH]nc(-c2ccc3ccccc3n2)n1-c1cc(Cl)cc(Cl)c1,103,0.9,-0.1,-12,96,-1,6,-11,-5,4
c1coc(Cn2nnnc2CN2CCN(C3CCCC3)CC2)c1,99,0.9,-0.5,-10,101,6,6,-7,-15,-1
CCc1ccc(S(=O)(=O)NCc2cn3ccccc3n2)s1,90,1.1,-0.4,2,94,14,-12,-14,-8,6
CC1(O)C(=O)c2ccccc2N(c2ccccc2)C1=O (centres undefined),99,1,-0.2,-2,93,4,5,0,-2,7
Nc1cc(=O)nc(SCC(=O)Nc2ccccc2Cl)n1-c1ccccc1,97,0.8,-0.3,0,104,11,15,26,-2,-4
CCCCn1nc2cc(C(=O)NCc3ccco3)ccc2c1OCC,93,0.9,-0.1,5,108,13,15,-1,8,-9
CCOC(=O)c1c(C)[nH]c(C(=O)COC(=O)CCS(=O)(=O)c2ccc(C)cc2)c1C,98,0.8,-0.5,3,99,2,16,-3,-7,1
O=C1C2C3c4ccccc4C(c4ccccc43)C2C(=O)N1c1ccncc1 (centres undefined),108,1.1,-0.2,6,95,-7,-11,22,-4,4

# Part of the list above, set out differently:
# Fields: STAT3 act, Diaphorase act, Hsp70 activator, G6PDH counter, STAT1 activator, STAT3 inh, Diaph inh CS, APP 5UTR inh, TLR4 MyD88 comp, STAT1 blocker
> Nc1cc(=O)nc(SCC(=O)Nc2ccccc2Cl)n1-c1ccccc1
 : 97, 0.8, -0.3, 0, 104, 11, 15, 26, -2, -4
> CC(C)COc1ccc(/C(O)=C2/C(=O)C(=O)N(CCN(C)C)C2c2ccncc2)cc1 (centres undefined)
 : 100, 1.1, 0.0, -3, 100, 10, -5, -13, 0, 0

# Further compounds:
SMILES,STAT3 act,Diaphorase act,Hsp70 activator,G6PDH counter,STAT1 activator,STAT3 inh,Diaph inh CS,APP 5UTR inh,TLR4 MyD88 comp,STAT1 blocker
O=C(Nc1cccc(Br)c1)c1ccc(OC2CSC2)cc1,96,0.7,-0.1,7,128,8,32,-149,-25,-31
O=C(Nc1nnc(Cc2ccccc2)s1)c1ccco1,109,0.9,0.2,0,118,-15,11,-15,10,-20
COc1cc(/C=N/NC(=O)Cc2csc(N3CCOCC3)n2)cc(OC)c1O,101,1,0.1,10,103,0,1,-21,-12,-6
CCn1c(SCC(=O)N/N=C/c2ccc(C)s2)nc2ccccc21,98,0.8,0.0,-2,106,3,19,4,1,-6
CC1(c2ccccc2Cl)NC(=O)N(CC(=O)NCCC2=CCCCC2)C1=O (centres undefined),109,1,-0.3,4,101,-10,0,10,-19,-4
COc1cc(NC(=O)NC(C)(C(F)(F)F)C(F)(F)F)cc(OC)c1OC,99,0.7,-0.2,19,97,2,27,-9,12,3
Cc1cccc(C2C3=C(Nc4[nH]n(-c5ccccc5)c(=O)c42)c2ccccc2C3=O)c1 (centres undefined),108,0.7,-0.1,2,106,-12,28,5,-3,-6
CCc1cccc(NC(=O)NC(=O)Cn2nnc(C(=O)OC)c2C(=O)OC)c1,102,0.9,-0.5,23,110,-1,8,-3,4,-11
COC(=O)c1nnn(-c2nonc2N)c1CSc1ccc(Cl)cc1,90,0.9,0.3,9,107,18,8,-5,-2,-7
CN(C)/C=N/c1nc2nccc(-c3ccccc3)n2n1,98,1.1,0.1,-5,101,4,-10,2,3,-2
Cc1ccc(C)c(C(=O)Nc2c(C(N)=O)oc3ccccc23)c1,102,0.9,-0.3,14,97,6,7,.,1,3
COc1cc(OC)nc(-n2ncc(OC)c(Br)c2=O)n1,101,1,-0.2,-2,109,-1,3,15,-8,-10

# Next part (2 carried over from the part before).
SMILES,STAT3 act,Diaphorase act,Hsp70 activator,G6PDH counter,STAT1 activator,STAT3 inh,Diaph inh CS,APP 5UTR inh,TLR4 MyD88 comp,STAT1 blocker
Cc1ccc(C)c(C(=O)Nc2c(C(N)=O)oc3ccccc23)c1,102,0.9,-0.3,14,97,6,7,.,1,3
COc1cc(OC)nc(-n2ncc(OC)c(Br)c2=O)n1,101,1,-0.2,-2,109,-1,3,15,-8,-10
CC(=O)c1cccc(NC(=O)N2CCCC2C(=O)Nc2cccc(C)c2C)c1 (centres undefined),103,0.9,-0.3,5,93,1,6,13,4,8
CCNC(=S)N1CCN(Cc2ccc3c(c2)OCO3)CC1,103,0.9,-0.5,-5,105,0,14,-7,-6,-7
COC(=O)c1cc(OC)c(OC)cc1NC(=O)Nc1ccc(OC)cc1OC,102,1.1,-0.1,0,96,2,-10,-1,4,5
COc1ccc(NS(=O)(=O)c2ccc(OC)c(OC)c2)cc1OC,89,0.9,-0.2,11,89,18,5,6,16,13
O=C1NCCN1Cc1ccc(Cl)cc1,96,0.9,-0.5,3,104,6,7,-5,0,-6
CCCS(=O)(=O)c1c(S(=O)(=O)CCC)c2cc(-c3ccncc3)ccn2c1C(=O)OC,91,1,0.2,4,76,12,0,-9,4,25
CCn1ncc(CNC(=O)CCCSc2nc(-c3ccco3)cc(C(F)(F)F)n2)c1C,93,1,-0.3,3,90,11,0,-2,-8,11
COc1ccc(CCNS(=O)(=O)c2cc(C(=O)O)c(Cl)cc2Cl)cc1,101,0.7,-0.1,4,99,5,28,-14,3,-1
